Assay outcomes as filed in PubChem BioAssay.
MEX-5 binding: C. elegans MEX-5 TCR-2 RNA binding activity | Q9XUB2 | MEX-5/FITC-TCR2 RNA binding, fluorescence polarization; hits give low values | activity score (negative = inhibition of binding), % at 10 µM | hit rate 0.38% among 300,000 | AID 1832;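 active = inhibition past about -25% in most replicates, and total fluorescence under double the plate's negative control median, limit read from the data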;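 also: 0% = DMSO and -100% = 5 µM competing unlabeled TCR2 RNA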
Target sequence (Q9XUB2 whole entry, looked up): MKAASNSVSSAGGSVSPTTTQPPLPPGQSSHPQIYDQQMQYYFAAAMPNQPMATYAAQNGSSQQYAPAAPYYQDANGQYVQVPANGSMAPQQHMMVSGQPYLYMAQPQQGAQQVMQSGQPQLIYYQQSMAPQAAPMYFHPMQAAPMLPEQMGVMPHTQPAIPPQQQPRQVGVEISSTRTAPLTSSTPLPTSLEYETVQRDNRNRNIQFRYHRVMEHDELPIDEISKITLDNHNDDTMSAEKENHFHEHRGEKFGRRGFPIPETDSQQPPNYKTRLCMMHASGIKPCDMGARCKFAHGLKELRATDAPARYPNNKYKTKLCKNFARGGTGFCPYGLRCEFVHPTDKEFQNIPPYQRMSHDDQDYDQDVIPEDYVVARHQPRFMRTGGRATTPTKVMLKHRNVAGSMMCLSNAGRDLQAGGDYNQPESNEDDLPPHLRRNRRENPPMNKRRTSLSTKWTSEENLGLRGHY
MCL1 BIM primary: disrupts human MCL1 binding to BIM-BH3 peptide; Q07820; GST-MCL1 / FITC-Bim-BH3 fluorescence polarization; inhibition, % at 10.9 µM; hit rate 0.68% among 320,000;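 active = inhibition above the mean inhibition of all tested compounds plus 3 SD, set per campaign, cut at about 40% in these data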;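 also: 0% = DMSO wells and 100% = unlabeled Bim-BH3 peptide control; higher means more loss of mP so more displacement of Bim peptide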
BCLXL inh: blocks human Bcl-xL binding to Bim BH3 peptide; Q07817; GST-Bcl-xL / FITC-Bim BH3 peptide fluorescence polarization; inhibition, % at 10.9 µM; hit rate 0.7% among 320,000;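 active = inhibition above the mean of all tested compounds plus 3 SD, cutoff set per campaign, cut at about 30% in these data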;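 also: 0% = DMSO wells and 100% = unlabeled Bim-BH3 peptide competitor; inhibitors lower millipolarization by displacing the labeled peptide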
Target sequence (Q07817 whole entry, looked up): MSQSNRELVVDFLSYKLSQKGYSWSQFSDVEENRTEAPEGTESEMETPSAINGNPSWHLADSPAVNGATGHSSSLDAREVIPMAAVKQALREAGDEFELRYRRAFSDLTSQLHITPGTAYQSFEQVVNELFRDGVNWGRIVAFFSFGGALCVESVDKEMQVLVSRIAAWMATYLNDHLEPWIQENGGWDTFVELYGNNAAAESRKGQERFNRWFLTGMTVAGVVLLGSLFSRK
Fam108B counter: Fam108B inhibition, counter-screen for RBBP9 inhibitors. hit rate 0.33% among 300,000. recombinant Fam108B, FP-Rh probe fluorescence polarization. inhibition, % at 9.51 µM;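 active = inhibition above the screen mean inhibition plus 3 SD, computed separately per campaign, cut at about 18% in these data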;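 also: inhibitors lower polarization as less probe binds the enzyme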
GSTO1 counter: blocks human GSTO1 in RBBP9 counter-screen | AID 1974 | hit rate 1.1% among 300,000 | inhibition, % at 5.96 µM | recombinant GSTO1, activity-based probe fluorescence polarization | P78417;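 active = inhibition above the campaign mean inhibition plus 3 SD, cut at about 35% in these data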;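 also: 0% = GSTO1-1 with DMSO and 100% = wells lacking GSTO1-1 enzyme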
Target sequence (P78417 whole entry, looked up): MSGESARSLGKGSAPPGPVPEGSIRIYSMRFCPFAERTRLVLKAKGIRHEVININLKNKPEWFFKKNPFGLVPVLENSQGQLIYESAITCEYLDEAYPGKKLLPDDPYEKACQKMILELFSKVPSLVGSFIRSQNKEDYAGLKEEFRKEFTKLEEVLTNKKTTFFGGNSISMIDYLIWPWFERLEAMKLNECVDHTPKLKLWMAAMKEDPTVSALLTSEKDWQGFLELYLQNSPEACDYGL
TPT1 inh: blocks Candida albicans tRNA 2'-phosphotransferase; recombinant caTPT1, FP RNA substrate dephosphorylation; inhibition, % at 5 µM; hit rate 0.81% among 300,000; AID 1962;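 active = inhibition above the mean of all tested compounds plus 3 SD, set per screening campaign, cut at about 24% in these data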;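 also: plate controls were DMSO alone for no effect and ferristatin control at 100 nM for full effect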
PAD4 FP inh: PAD4 (human) enzyme inhibition; recombinant PAD4, RCA probe fluorescence polarization; AID 485272; hit rate 0.41% among 330,000; inhibition, % at 6.36 µM;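 active = percent inhibition above a cutoff equal to the mean of all tested compounds plus 3 SD, cut at about 15% in these data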;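 also: 0% = PAD4 with RCA probe and DMSO and 100% = probe without PAD4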
GLD-1 RNA inh: GLD-1-TGE RNA interaction inhibition (C. elegans); hit rate 0.44% among 320,000; inhibition, % at 5.96 µM; Q17339; purified GLD-1 + fluorescein TGE RNA, fluorescence polarization;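 active = percent inhibition above a per-plate cutoff, the plate mean of test compounds plus 3 SD, cut at about 30% in these data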;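 also: 0% = DMSO wells with GLD-1 and probe and 100% = wells lacking GLD-1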
PME-1 inh: PME-1 (human) inhibition | recombinant PME-1, FP-Rh probe fluorescence polarization | Q9Y570 | inhibition, % at 5.9 µM | hit rate 0.53% among 320,000;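 active = inhibition above the campaign mean of all compounds plus 3 SD, cut at about 26% in these data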;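 also: competitive labeling of PME-1 active site by serine hydrolase directed probe; 0% = PME-1 with DMSO and 100% = wells lacking PME-1 enzyme; inhibitors block probe labeling so polarization falls and inhibition rises; many of its hits are not listed in these tables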
* hit, by the source's call; . = no result given. An excerpt (hit frequency here may not be typical).

(1) CCCc1nn2c(=O)cc(COc3ccc(NC(=O)c4ccco4)cc3)nc2s1
(2) Cn1c(=O)c2c(nc(CN3CCN(C(=O)c4ccco4)CC3)n2Cc2ccc(F)cc2)n(C)c1=O
(3) CC1=CN2C(=N)/C(=C/c3ccc(Sc4ccc(C)cc4)o3)C(=O)N=C2S1
(4) O=C(c1ccc2ccccc2c1)C1CCCN(C(=O)c2cnccn2)C1 (stereo not drawn)
(5) O=C(CCN=C1NS(=O)(=O)c2ccccc21)OCc1cccc(Cl)c1
(6) CCOC(=O)C1CCCN(C(=O)Cn2nc(Cc3cccnc3)c3ccccc3c2=O)C1 (stereo not drawn)
entry no.,1,2,3,4,5,6
MEX-5 binding,-2.0,-7.3,-1.1,-1.7,0.3,-0.3
MCL1 BIM primary,9,-7,-12,4,-2,1
BCLXL inh,4,0,-6,5,0,-2
Fam108B counter,2,-4,-3,4,-2,0
GSTO1 counter,7,1,1,0,-6,0
TPT1 inh,-2,4,17,1,3,-1
PAD4 FP inh,3,-5,-4,5,0,2
GLD-1 RNA inh,3,5,-10,0,3,4
PME-1 inh,6,1,4,6,4,-3

Record cards (already shown). Screens in order: MEX-5 binding	MCL1 BIM primary	BCLXL inh	Fam108B counter	GSTO1 counter	TPT1 inh	PAD4 FP inh	GLD-1 RNA inh	PME-1 inh
`O=C(c1ccc2ccccc2c1)C1CCCN(C(=O)c2cnccn2)C1` (stereo not drawn) is listed with -1.7	4	5	4	0	1	5	0	6
`CCCc1nn2c(=O)cc(COc3ccc(NC(=O)c4ccco4)cc3)nc2s1` is listed with -2.0	9	4	2	7	-2	3	3	6
`CC1=CN2C(=N)/C(=C/c3ccc(Sc4ccc(C)cc4)o3)C(=O)N=C2S1` is listed with -1.1	-12	-6	-3	1	17	-4	-10	4
`CCOC(=O)C1CCCN(C(=O)Cn2nc(Cc3cccnc3)c3ccccc3c2=O)C1` (stereo not drawn) is listed with -0.3	1	-2	0	0	-1	2	4	-3

Next section
(7) CC1=NNC(=O)C1CCC(=O)N/N=C\c1ccc(Cl)c(Cl)c1 (stereo not drawn)
(8) COc1ccc(-c2cc(=O)oc3cc(OCC(=O)N(C)C4CCS(=O)(=O)C4)ccc23)cc1 (stereo not drawn)
(9) c1coc(-c2nc3nc4ccccc4nc3n2CC2CCCO2)c1 (stereo not drawn)
(10) CCOC(=O)c1cnc(SCC(=O)Nc2cc(OC)cc(OC)c2)nc1N
(11) O=C(Nc1cccc(Cl)c1)NC1CC2CCC(C1)N2Cc1ccco1 (stereo not drawn)
(12) COc1ccc(N(Cc2ccccc2)S(=O)(=O)c2cccc(C(=O)NC3=NCCS3)c2)cc1
entry no.,7,8,9,10,11,12
MEX-5 binding,-0.5,-1.6,0.0,-2.8,-0.1,0.1
MCL1 BIM primary,7,4,33,6,11,-9
BCLXL inh,10,6,25,8,6,-6
Fam108B counter,6,2,-6,1,-3,-12
GSTO1 counter,10,-3,-2,1,2,-10
TPT1 inh,5,2,9,-1,-14,2
PAD4 FP inh,-1,-5,-12,3,-5,-3
GLD-1 RNA inh,1,-2,3,-6,-1,9
PME-1 inh,-13,2,-7,-2,-3,-6

(13) O=C(CNCc1ccccc1Cl)Nc1ccccc1N1CCCCC1
(14) CC(C)(C)OC(=O)N1CCC(NC(=O)c2[nH]cnc2C(=O)Nc2ccon2)CC1
(15) COc1ccccc1C(=O)C1CCCN(C(=O)CCc2ccccn2)C1 (stereo not drawn)
(16) CN(c1ccccc1)c1cc(Br)nc(Br)c1
(17) N#Cc1c(-c2ccccc2)nc(SCc2ccc([N+](=O)[O-])cc2)[nH]c1=O
(18) COC(=O)[C@@H]1CCCN1C(=O)CCc1nnc(CCC2CCCCC2)o1
entry no.,13,14,15,16,17,18
MEX-5 binding,2.9,.,-2.1,0.2,2.1,-0.4
MCL1 BIM primary,-3,8,8,3,3,10
BCLXL inh,3,7,5,2,4,0
Fam108B counter,-3,.,-1,0,-1,2
GSTO1 counter,7,.,3,5,0,4
TPT1 inh,-3,.,-3,-1,-3,-5
PAD4 FP inh,-5,0,-2,-2,1,-3
GLD-1 RNA inh,10,-3,3,-1,5,-3
PME-1 inh,4,2,2,-9,3,3

(19) COc1ccc(NC(=S)NC(=O)c2ccccc2Cl)cc1
(20) CC1CCCC(NC(=O)CC2Nc3ccccc3NC2=O)C1C (stereo not drawn)
(21) COc1ccc(OCCNC(=O)/C=C/c2ccccc2)cc1
(22) Cc1c(C(=O)NCCSCc2ccccc2)cccc1[N+](=O)[O-]
(23) CCOCCCN(C)C1CCN(C(=O)c2oc3ccccc3c2NC(=O)Cc2ccc(F)cc2)CC1
(24) O=C(Cn1nc(C(=O)O)c2ccccc2c1=O)Nc1cccc(S(=O)(=O)N2CCOCC2)c1
entry no.,19,20,21,22,23,24
MEX-5 binding,-1.7,-0.9,0.3,2.4,-0.9,.
MCL1 BIM primary,14,0,0,1,-2,13
BCLXL inh,1,0,1,0,3,8
Fam108B counter,-2,-2,-3,2,-1,.
GSTO1 counter,0,5,2,-3,2,.
TPT1 inh,1,-3,5,-1,-1,.
PAD4 FP inh,2,4,0,3,2,3
GLD-1 RNA inh,-3,0,-3,3,4,3
PME-1 inh,1,-7,-1,-1,5,6

(25) Cc1ccc(C(=O)NCC(=O)OCCCOC(=O)CNC(=O)c2ccc(C)cc2)cc1
(26) O=C(Nc1nc2ccc(F)cc2s1)C1CCCO1 (stereo not drawn)
(27) CCC(=O)N1CCc2cc(OC)c(OC)cc2C1COc1ccc(C(=O)OC)cc1 (stereo not drawn)
(28) C/C(=N\NC(=O)Cc1cc(=O)[nH][nH]1)c1cccc([N+](=O)[O-])c1
(29) Cc1oncc1-c1csc(-c2ccccc2Cl)n1
(30) C/C(=N\NC(=O)CN(c1ccccc1Br)S(C)(=O)=O)c1ccc2c(c1)OCCO2
entry no.,25,26,27,28,29,30
MEX-5 binding,-0.5,-0.1,.,-0.4,0.0,-1.9
MCL1 BIM primary,-4,6,0,7,8,4
BCLXL inh,-4,0,3,1,3,3
Fam108B counter,-3,-2,0,1,2,3
GSTO1 counter,2,12,-1,45*,2,5
TPT1 inh,-5,-2,-3,0,3,0
PAD4 FP inh,0,2,-3,-5,1,-2
GLD-1 RNA inh,5,1,5,7,6,4
PME-1 inh,-4,-6,0,2,-5,-6

(31) CC(CN1CCN(C)CC1)OC(=O)c1ccc(Cl)cc1 (stereo not drawn)
(32) Cc1ccc(C(=O)CSC2=NC(N)=C(C#N)C3(CCCCC3)C2C(N)=O)cc1 (stereo not drawn)
(33) O=C1CC(C(F)(F)C(F)(F)C(F)(F)C(F)(F)F)=Nc2ccccc2N1
(34) N=C(N)N1CCN(Cc2ccccc2)CC1
(35) O=c1[nH]c(=S)n(C2CCCCC2)c(O)c1C=NCCN1CCOCC1
(36) Cc1nc2c3cnn(-c4ccc(C)c(C)c4)c3ncn2n1
entry no.,31,32,33,34,35,36
MEX-5 binding,-1.0,-3.2,-1.9,0.0,-2.4,3.8
MCL1 BIM primary,-5,16,0,-3,-3,3
BCLXL inh,5,12,0,5,1,-3
Fam108B counter,0,-2,2,1,2,3
GSTO1 counter,1,10,10,7,2,-7
TPT1 inh,-7,-2,-1,-5,0,0
PAD4 FP inh,4,-3,-3,-1,5,-9
GLD-1 RNA inh,1,-3,3,12,3,-6
PME-1 inh,-2,0,-4,5,2,-13

(37) CNC(=O)COC(=O)c1c2c(nc3ccccc13)CCC2
(38) CC(C)C(NC(=O)C(c1ccccc1)c1ccccc1)c1nc2ccccc2[nH]1 (stereo not drawn)
(39) Cc1ccccc1CN(C)C(C)C(=O)Nc1ccccc1F (stereo not drawn)
(40) O=C(NCCCN1CCOCC1)c1ccccc1NS(=O)(=O)c1cc([N+](=O)[O-])ccc1Cl
(41) Cc1ccc(S(=O)(=O)Nc2cc(C)cn(Cc3ccc(F)cc3)c2=O)cc1
(42) COCC[N+]1(C)CCCCC1
entry no.,37,38,39,40,41,42
MEX-5 binding,2.4,-2.0,1.7,-0.5,-3.4,1.7
MCL1 BIM primary,30,1,-2,13,-29,-12
BCLXL inh,20,-1,0,5,-15,-13
Fam108B counter,4,-10,-4,1,0,-1
GSTO1 counter,19,-6,6,4,5,7
TPT1 inh,3,1,5,0,24*,-3
PAD4 FP inh,-5,-2,-2,0,-1,8
GLD-1 RNA inh,12,-7,-7,2,-15,10
PME-1 inh,-10,-6,-4,4,17,-7

(43) Cc1[nH]cnc1C(=O)N/N=C/c1c(Cl)cccc1Cl
(44) O=C(/C=C/c1ccc(Cl)cc1)N(Cc1ccccc1)C1CCS(=O)(=O)C1 (stereo not drawn)
(45) CN(C)c1ccc(N=C/C=C2\N(C)c3ccccc3C2(C)C)cc1
(46) OCC1(CCOc2ccccc2)CCN(Cc2ccc3c(c2)OCCO3)CC1
(47) CC1CN(Cc2cn(C)nc2-c2ccc(Oc3ccccc3)cc2)CCN1C (stereo not drawn)
(48) Cc1cccn2c(=O)c(C=O)c(N3CCCCCC3)nc12
entry no.,43,44,45,46,47,48
MEX-5 binding,68,-3.7,2.9,-2.8,0.2,0.9
MCL1 BIM primary,-2,-4,-2,8,3,3
BCLXL inh,2,4,6,2,2,4
Fam108B counter,-1,3,1,-5,-2,7
GSTO1 counter,-1,5,20,1,-7,5
TPT1 inh,0,-2,9,-1,-1,-7
PAD4 FP inh,-2,1,13,-1,1,0
GLD-1 RNA inh,-9,4,0,5,3,-3
PME-1 inh,-4,-2,2,-7,-3,-2

(49) O=C(Nc1ccccc1)c1sccc1Oc1ccc([N+](=O)[O-])cc1F
(50) CCOC(=O)c1sc2nc(C)nc(NCc3ccccc3)c2c1C
(51) Cn1c(N)cc(-c2ccc(F)cc2)c(C#N)c1=O
(52) CCOC(=O)C1C(=O)C=C(N2CCOCC2)CC1c1cccc(OC)c1 (stereo not drawn)
(53) COc1ccc(C(=O)CNC2=NCCC2)cc1
(54) COc1cccc(C(=O)NCCNC(=O)c2ccc(C)nc2)c1
entry no.,49,50,51,52,53,54
MEX-5 binding,0.3,2.5,3.0,0.4,-1.7,3.1
MCL1 BIM primary,8,-3,-3,2,2,15
BCLXL inh,4,4,2,2,2,5
Fam108B counter,3,1,-4,-6,-1,1
GSTO1 counter,-1,-10,5,-4,-1,-4
TPT1 inh,-2,-2,-1,1,-3,-5
PAD4 FP inh,0,3,-3,0,4,3
GLD-1 RNA inh,-1,3,0,6,2,1
PME-1 inh,4,-3,-1,-1,-1,2
